Assay outcomes deposited in PubChem by several laboratories.
Mtb UGM inh – Mtb UDP-galactopyranose mutase inhibition; P9WIQ1; 320,000 tested, 0.06% active; purified UGM, fluorescence polarization probe displacement; inhibition, % at 10 µM; AID 504406; in the data active = inhibition above about 10%, passing the limit was not always enough; inconclusive = no clear call, values can overlap the other calls
Target sequence (P9WIQ1 whole entry, looked up): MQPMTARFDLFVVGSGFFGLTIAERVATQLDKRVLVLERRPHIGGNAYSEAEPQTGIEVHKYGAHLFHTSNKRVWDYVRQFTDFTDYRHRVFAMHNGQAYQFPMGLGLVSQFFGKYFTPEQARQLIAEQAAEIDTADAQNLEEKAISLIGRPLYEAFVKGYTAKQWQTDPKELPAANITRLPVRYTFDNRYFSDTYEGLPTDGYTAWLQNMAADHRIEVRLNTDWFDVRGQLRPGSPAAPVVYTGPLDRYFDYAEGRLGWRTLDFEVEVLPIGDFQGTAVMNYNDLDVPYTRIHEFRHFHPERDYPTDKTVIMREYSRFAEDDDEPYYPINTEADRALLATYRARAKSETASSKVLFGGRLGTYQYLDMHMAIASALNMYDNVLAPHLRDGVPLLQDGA
PrPC surface inh – reduces human prion protein on the cell surface. P04156. cell surface PrPC, TR-FRET read-out. inhibition, % at 13.8 µM. 370,000 tested, 0.43% active. AID 720596; in the data active = inhibition above about 24%; also: 0% = median of the test wells and 100% = reference compound wells
FadD28 binding – M. tuberculosis FadD28 bisubstrate binding inhibition; FadD28 bisubstrate probe binding, fluorescence polarization; inhibition, % at 12.5 µM; 360,000 tested, 0.22% active; AID 588549; in the data active = inhibition above about 8.5%, passing the limit was not always enough; inconclusive = no clear call, values can overlap the other calls
FBA Mtb inh – inhibits M. tuberculosis FBA enzyme | P9WQA3 | purified M. tuberculosis FBA, fluorescence read-out | inhibition, % at 1 µM | 360,000 tested, 2.3% active | AID 588726; in the data active = inhibition above about 27%;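 also: 0% = vehicle and 100% = reference inhibitor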
Target sequence (P9WQA3 whole entry, looked up): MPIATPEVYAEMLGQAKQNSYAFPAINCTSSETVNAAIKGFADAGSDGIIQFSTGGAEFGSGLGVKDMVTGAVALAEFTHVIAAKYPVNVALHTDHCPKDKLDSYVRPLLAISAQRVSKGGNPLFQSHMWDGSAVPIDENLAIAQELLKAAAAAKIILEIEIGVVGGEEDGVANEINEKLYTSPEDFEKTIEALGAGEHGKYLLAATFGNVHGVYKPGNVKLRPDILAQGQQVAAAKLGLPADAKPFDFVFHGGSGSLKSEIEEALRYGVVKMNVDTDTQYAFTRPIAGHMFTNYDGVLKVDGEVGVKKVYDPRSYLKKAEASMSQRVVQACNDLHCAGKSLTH
Rv3671c inh – Rv3671c (M. tuberculosis) protease inhibition | AID 2606 | 320,000 tested, 0.048% active | inhibition, % at 5.96 µM; in the data active = inhibition above about 38%;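 also: extracellular domain of Rv3671c used as enzyme; 0% = enzyme with DMSO and 100% = no enzyme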
MazF activator – MazEF (E. coli) toxin RNase activation; FAM/BHQ RNA-DNA oligo cleavage fluorescence, 5 h; activation, % at 20 µM; 350,000 tested, 0.32% active; AID 504720; in the data active = activation above about 50%
Target sequence (P0AE70 whole entry, looked up): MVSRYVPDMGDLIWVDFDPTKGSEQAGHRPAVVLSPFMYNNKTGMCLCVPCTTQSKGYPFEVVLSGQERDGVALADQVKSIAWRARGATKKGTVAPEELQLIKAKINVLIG
BoNT F protease – inhibitors of Botulinum neurotoxin F light chain protease; Multiplex microsphere protease cleavage assay, flow cytometry; inhibition, % at 10 µM; 360,000 tested, 0.22% active; AID 588497; in the data active = inhibition above about 35%, passing the limit was not always enough; inconclusive = no clear call, values can overlap the other calls; also: plate controls were buffer without enzyme for full effect and enzyme alone for no effect
Mtb BioA inh – blocks M. tuberculosis BioA enzyme activity | inhibition, % at 9.99 µM | purified M. tuberculosis BioA enzyme, plate reader | 360,000 tested, 0.096% active; in the data active = inhibition above about 40%; inconclusive = no clear call, values can overlap the other calls
GDH-TPI inh – inhibits GDH-TPI coupling enzymes, artifact for Mtb FBA screen. GDH-TPI coupled enzyme counterscreen, NADH absorbance. inhibition, % at 4.8 µM. 360,000 tested, 1.2% active. AID 588335; in the data active = inhibition above about 30%;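 also: 0% = DMSO wells and 100% = wells lacking the enzyme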
* = called active by the depositor; ? = inconclusive; nt = not tested or not shown.

No.	smiles	Rv3671c inh	Mtb BioA inh	FadD28 binding	MazF activator	PrPC surface inh	FBA Mtb inh	Mtb UGM inh	BoNT F protease	GDH-TPI inh
1	CC(C)C[C@@H](CN)NC(=O)c1nc[nH]c1C(=O)N[C@@H](Cc1ccccc1)C(=O)CNC[C@H](C)NC(=O)c1nc[nH]c1C(=O)N[C@@H](CC(C)C)C(=O)O	nt	0.3	-1.8	11.0	-2.3	-2.5	nt	-5.9	-2.1
2	O=C(O)c1cc(NS(=O)(=O)c2ccc(N3CCCCC3)c([N+](=O)[O-])c2)cc(C(=O)O)c1	4.1	nt	-3.1	1.4	-11.0	-1.3	3.4	5.7	3.7
3	CCC(C)Sc1ccc(-c2nc3ccc(Cl)cn3c2NCc2ccccc2)cc1 (stereo not given)	4.8	-0.6	-1.5	-7.1	7.7	1.8	-0.2	-2.0	11.7
4	NS(=O)(=O)c1ccc(CCNC(=O)C(=O)C2C(=O)Nc3ccccc32)cc1 (stereo not given)	3.3	-0.9	-2.2	1.2	-3.3	-1.4	-1.2	-9.6	23.8
5	Cc1ccc(/C=N/NC(=O)c2ccc3c(c2)OCCO3)s1	-6.2	nt	-2.0	0.2	1.1	-5.2	-0.9	?	13.2
6	CC1(C(=O)NS(=O)(=O)c2cccc(C#N)c2)CCN1C(=O)CC1CCCCC1 (stereo not given)	nt	-1.8	1.1	nt	-5.2	-1.0	nt	-2.0	3.5
7	CC1CCN(C(=O)C2CC(c3ccc(F)cc3)=NO2)CC1 (stereo not given)	3.8	-1.8	-2.2	-1.6	nt	-0.7	-1.7	4.9	8.3
8	O=C(NCc1ccccn1)c1cc(-c2ccccc2)nc2ccccc12	-7.9	nt	-1.0	-4.2	2.6	5.1	-2.3	-1.7	2.5
9	Cc1ccc(C(=O)N[C@H](C(=O)OCc2nnc(-c3ccccc3)o2)C(C)C)cc1	0.9	-1.5	-2.1	-10.9	-10.1	0.1	-0.7	1.2	5.3
10	COc1ccc(N/C=C/C(=O)c2ccc3c(c2)OCO3)cc1OC	2.1	nt	0.0	10.4	-0.5	-5.1	2.0	0.4	15.8
11	COc1cc([N+](=O)[O-])ccc1NC(=O)CN(C)C	-6.5	0.7	0.1	2.0	-17.4	4.1	-3.7	7.2	20.0
12	Fc1ccccc1OCCCCSc1ncccn1	-5.7	2.6	2.5	6.8	6.2	3.2	-0.5	-8.8	5.5
13	COc1cccc(CN2CCN(C3CCN(c4ccccc4F)CC3)CC2CCO)c1 (stereo not given)	4.3	nt	-1.6	7.2	-8.9	-6.9	0.9	0.3	-0.6
14	CCOC(=O)N1CCC(N(CCN(C)C)C(=S)Nc2ccc(Oc3ccccc3)cc2)CC1	9.5	-3.8	-1.3	-6.5	4.8	-0.5	nt	2.0	2.4
15	Cc1ccc2nsnc2c1S(=O)(=O)NCc1cccnc1	2.0	6.1	-1.7	-6.7	-28.4	-0.6	0.2	-2.9	-5.8
16	CCC(=O)N1c2ccc(S(=O)(=O)N(CCO)Cc3ccccc3)cc2CC1C (stereo not given)	1.4	-0.5	-0.9	1.4	-3.3	0.3	0.4	-29.9	11.2
17	CCCCN(C(=O)Cn1nnc2ccccc21)C(C(=O)NCCOC)c1ccc(OC)cc1OC (stereo not given)	1.1	2.4	0.0	-1.8	1.4	-1.2	0.4	10.4	8.7
18	CC(C)N(C(=O)CSc1nnc(NC2CC2)s1)c1ccccc1	2.9	-0.2	-2.6	6.5	6.5	-2.1	-3.1	-13.9	-4.2
19	COc1ccccc1NC(=O)c1cc(Br)ccc1Cl	-2.0	nt	-1.7	8.4	-8.7	5.9	-3.9	-4.6	-1.6
20	CC(=O)OC(COc1cccc(C)c1)Cn1cnc2ccccc21 (stereo not given)	-0.4	nt	-2.3	10.0	12.0	-0.7	0.0	-4.1	4.9
21	Cc1ccccc1OCCCC(=O)Nc1nncs1	-3.4	-0.3	-0.9	-20.2	2.0	1.9	2.0	-2.4	1.6
22	COc1cccc(CNC(=O)C2CCN(S(=O)(=O)N3CCC4(CC3)OCCO4)CC2)c1	1.8	nt	-1.1	-5.0	-0.2	4.7	-4.5	-7.3	5.6
23	COc1cccc(C(=O)N2CCC(CCC(=O)Nc3cccc(C)c3)CC2)c1	-4.2	1.0	1.1	-1.1	0.3	1.3	-0.2	2.6	5.7
24	CC(C)C[C@H](NC(=O)OC(C)(C)C)c1nnc(SCC(=O)Nc2ccc(Br)cc2)o1	-26.9	0.3	-0.8	-7.3	6.1	-1.0	-2.3	-46.6	7.3
25	O=C(Nc1ccc(S(=O)(=O)NCc2cccnc2)cc1)c1ccccc1Cl	-2.1	nt	-3.3	-0.9	9.2	1.1	1.2	-6.3	-1.1

The final 4 entries of the part above lead into the next:
No.	smiles	Rv3671c inh	Mtb BioA inh	FadD28 binding	MazF activator	PrPC surface inh	FBA Mtb inh	Mtb UGM inh	BoNT F protease	GDH-TPI inh
22	COc1cccc(CNC(=O)C2CCN(S(=O)(=O)N3CCC4(CC3)OCCO4)CC2)c1	1.8	nt	-1.1	-5.0	-0.2	4.7	-4.5	-7.3	5.6
23	COc1cccc(C(=O)N2CCC(CCC(=O)Nc3cccc(C)c3)CC2)c1	-4.2	1.0	1.1	-1.1	0.3	1.3	-0.2	2.6	5.7
24	CC(C)C[C@H](NC(=O)OC(C)(C)C)c1nnc(SCC(=O)Nc2ccc(Br)cc2)o1	-26.9	0.3	-0.8	-7.3	6.1	-1.0	-2.3	-46.6	7.3
25	O=C(Nc1ccc(S(=O)(=O)NCc2cccnc2)cc1)c1ccccc1Cl	-2.1	nt	-3.3	-0.9	9.2	1.1	1.2	-6.3	-1.1
26	CCc1ccccc1NC(=O)CN(C)C(=O)COc1ccc(C)nc1[N+](=O)[O-]	-1.5	2.1	-1.4	3.0	-14.8	-0.7	3.6	-9.7	19.5
27	COc1ccc(OC)c(NC(=O)C2CCCCC2)c1	-5.8	nt	1.3	0.1	-2.5	0.4	-2.0	-1.3	6.2
28	CCN(CC)CCOc1nc(C)nc2c1oc1ccccc12	5.8	nt	-0.5	5.2	-0.6	-2.6	-0.1	11.3	-5.6
29	O=C(Cn1ncc(Cl)c(Cl)c1=O)NC1CCS(=O)(=O)C1 (stereo not given)	-3.6	nt	-1.3	-18.7	-1.1	6.7	-1.5	-7.5	-10.1
30	Cn1nnnc1SCC(=O)NCc1cccs1	-1.4	-0.1	-1.8	7.4	-3.2	4.9	0.6	7.1	4.0
31	O=C(OCc1ccccc1)N1C=CC2CC1c1c(Cl)cccc12 (stereo not given)	nt	0.2	0.1	-0.7	-3.7	1.5	nt	1.5	-0.9
32	CN1CCC/C1=C/C=C1\SC(=S)NC1=O	-7.9	nt	1.3	-669.0	-10.3	-22.0	-2.4	-10.5	0.0
33	O=C(CN1CCN(C/C=C/c2ccccc2)CC1)NC(=O)NC1CCCCC1	-5.4	nt	-1.2	1.6	-10.4	-2.0	1.1	1.0	-2.5
34	COc1cc(C(=O)OCC(=O)c2cc(C)n(CC3CCCO3)c2C)ccc1OCC(=O)N1CCOCC1 (stereo not given)	0.1	-0.8	-3.0	3.1	3.8	2.8	-1.0	1.7	8.6
35	CCN(C(=O)c1cccc(S(=O)(=O)N(C)C)c1)C12CC3CC(CC(C3)C1)C2	4.1	-1.3	-0.6	-1.4	-2.3	-2.9	-0.6	-3.7	11.3
36	O=C(COc1ccc(Cl)cc1Cl)N(c1ccccn1)C1CCCCC1	1.2	nt	2.2	-2.2	-0.2	-0.6	2.0	-2.8	-4.0
37	CC(=O)Nc1ccc(CN(C)c2c(C)nc3ccc(C(=O)N4CCN(c5ccccc5)CC4)cn23)cc1	nt	-0.5	-3.7	nt	1.6	-0.3	nt	-6.4	7.5
38	O=C(NNC(=O)c1ccccc1-n1cccc1)c1ccc(Cl)cc1Cl	6.8	0.7	-2.7	-4.4	0.8	-0.4	0.8	1.1	0.0
39	O=C(Nc1ccccc1Br)C(=O)N1CCCC1	-2.8	-0.5	-0.3	6.5	-4.8	4.3	1.5	-8.3	1.5
40	Cc1ccc(Cl)cc1N1CCN(C(=O)c2ccc3nc[nH]c3c2)CC1	-2.6	nt	-2.5	-4.7	11.7	3.5	-4.7	-7.7	5.9
41	CC(NC(=O)c1ccccc1Cl)C1COc2ccccc2O1 (stereo not given)	2.9	-1.1	-3.1	-0.7	4.2	-4.1	0.4	9.7	9.3
42	Cc1ccc(C(=O)Nc2ncc([N+](=O)[O-])s2)cc1	-10.9	0.4	2.5	-5.1	-5.3	-14.2	5.5	?	18.2
43	Cn1c(=O)c2c(nc(OCC3COC(C)(C)O3)n2Cc2ccccc2F)n(C)c1=O (stereo not given)	-2.7	1.9	-2.7	3.8	-1.6	-1.8	-1.6	-4.3	0.0
44	CCN1CCC(=NNC(=O)c2ccc(C)c([N+](=O)[O-])c2)CC1	6.8	-0.8	-0.8	-2.8	-7.4	-2.7	5.0	-1.2	9.3
45	COC(=O)c1ccc(S(=O)(=O)N2CCc3ccccc32)cc1	2.4	1.7	0.1	-1.0	5.3	1.6	0.9	11.1	1.4
46	O=C(CSc1nnc(-c2ccc(Br)cc2)o1)N1CCN(C(=O)c2ccco2)CC1	-4.0	-1.3	-0.5	-3.2	4.5	0.1	0.8	-5.0	-7.0
47	COc1cccc(OC)c1CN(C)C(=O)c1cnccc1C(F)(F)F	3.5	-0.1	-1.7	-0.6	13.3	1.1	1.8	-1.2	-3.7
48	O=C(NNC(=O)c1sccc1-n1cccc1)Nc1ccccc1	-1.5	nt	-0.5	-7.0	-8.5	6.1	-0.2	-3.2	-1.2
49	CCN(CC)C(=O)c1ccc(NC(=O)c2ccc3c(c2)NC(=O)CS3)cc1	-6.7	nt	-0.8	7.1	-4.7	2.8	-0.4	-9.4	14.1
50	CCOC(=O)C(=CNNc1c(C)csc1C(=O)OC)C(=O)OCC	-0.8	nt	-1.4	-0.7	1.4	-1.3	-2.5	-5.8	1.9

No.	smiles	Rv3671c inh	Mtb BioA inh	FadD28 binding	MazF activator	PrPC surface inh	FBA Mtb inh	Mtb UGM inh	BoNT F protease	GDH-TPI inh
51	O=C(NNC(=O)c1ccco1)c1ccccc1	13.0	-3.0	-1.0	-2.8	-1.7	2.4	-1.8	-7.4	-0.7
52	CCc1cc2c(=O)n(CCCOC)c(SCC(=O)Nc3oc(C)c4c(C)n[nH]c(=O)c34)nc2s1	-0.3	nt	-3.1	0.9	-1.5	2.3	0.2	4.7	2.1
53	Cc1ccc(C2CC(=O)N(c3ccc(F)cc3)C3=C2C(=O)CCC3)cc1 (stereo not given)	0.6	-1.8	-1.0	-6.8	10.3	-2.2	0.2	2.7	-3.1
54	O=S(=O)(NCC(c1ccc2c(c1)OCO2)N1CCOCC1)c1ccc(F)cc1 (stereo not given)	0.0	-0.5	-1.2	-13.6	-5.6	0.3	nt	2.6	2.1
55	CSc1ncccc1C(=O)NCC12CC3CC(CC(C3)C1)C2	-7.8	nt	-2.7	3.5	0.0	-1.6	-1.0	-3.5	-1.2
56	CC1CCN(C(=O)C2CCN(S(=O)(=O)c3cnc[nH]3)CC2)CC1	6.5	-1.1	-5.6	-1.6	-2.2	1.2	-4.5	-2.5	-6.9

Ordered by molar mass (lowest first): 3 of the compounds above.
No.	smiles	Rv3671c inh	Mtb BioA inh	FadD28 binding	MazF activator	PrPC surface inh	FBA Mtb inh	Mtb UGM inh	BoNT F protease	GDH-TPI inh
55	CSc1ncccc1C(=O)NCC12CC3CC(CC(C3)C1)C2	-7.8	nt	-2.7	3.5	0.0	-1.6	-1.0	-3.5	-1.2
31	O=C(OCc1ccccc1)N1C=CC2CC1c1c(Cl)cccc12 (stereo not given)	nt	0.2	0.1	-0.7	-3.7	1.5	nt	1.5	-0.9
47	COc1cccc(OC)c1CN(C)C(=O)c1cnccc1C(F)(F)F	3.5	-0.1	-1.7	-0.6	13.3	1.1	1.8	-1.2	-3.7
